Xi reactivation: activators of X-chromosome reactivation in mouse fibroblasts; XiGFP mouse fibroblasts, % GFP-positive cells imaging, 3 d; cells co-treated with 5-aza-dC sensitizer; scaled so ellipticine positive control = 100%; activation, % at 7.58 µM; 0.055% of 360,000 active; AID 743238;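 active = mean normalized replicate activation at least 10% and every replicate at or above 10%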;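 note: 0% = median of on-plate neutral control wells and 100% = ellipticine 6 µM median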
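System: SV40-immortalized XiGFP fibroblast cells, line 68-5-11 / Incubation: 3-day compound exposure, then 15 min fixation at room temperature / Compound: single concentration per compound, delivered by pin transfer / Buffer or medium: DMEM plus 5-aza-dC sensitizer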
ERAP1 HTS inh: inhibitors of human ERAP1 aminopeptidase; AID 652197; inhibition, % at 10.7 µM; recombinant ERAP1, Leu-AMC fluorescence, 60 min; 0.15% of 340,000 active; Q9NZ08;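 active = mean replicate inhibition of at least 30%, or all replicates individually reaching that 30% level; inactive = mean below 30% and not every replicate reaching it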;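 note: 0% = neutral control wells and 100% = L-leucinethiol positive control wells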
RAD52 anneal inh: inhibitors of human RAD52 DNA annealing. P43351. recombinant RAD52 DNA annealing, FRET fluorescence. inhibition, % at 18.7 µM. 0.46% of 360,000 active;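 active = every replicate showing at least 50% inhibition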
Target sequence (P43351 whole entry, looked up): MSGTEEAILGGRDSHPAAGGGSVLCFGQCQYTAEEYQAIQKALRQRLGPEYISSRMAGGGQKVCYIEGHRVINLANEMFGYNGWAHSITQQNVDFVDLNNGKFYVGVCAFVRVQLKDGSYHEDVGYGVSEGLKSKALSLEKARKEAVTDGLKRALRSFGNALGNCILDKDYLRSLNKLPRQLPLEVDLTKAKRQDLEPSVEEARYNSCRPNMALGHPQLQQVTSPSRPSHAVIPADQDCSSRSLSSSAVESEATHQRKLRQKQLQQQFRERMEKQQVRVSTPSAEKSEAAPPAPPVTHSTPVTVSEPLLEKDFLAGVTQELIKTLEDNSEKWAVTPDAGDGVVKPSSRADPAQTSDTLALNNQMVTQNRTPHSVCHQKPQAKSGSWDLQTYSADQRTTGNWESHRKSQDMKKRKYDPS
E-selectin induc: E-selectin induction on HUVECs | P16581 | HUVEC E-selectin immunofluorescence imaging; normalized: neutral wells 0, TNF-alpha wells 100 | activation, % at 7.58 µM | 0.37% of 260,000 active | AID 686992;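 active = mean E-selectin-positive cell signal at least 10% of the positive control, reached in at least 60% of replicates, without over 20% cell loss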;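 note: in these data hits start at about 27%; measured in HUVEC primary endothelial cells; signal is the percent of cells scored E-selectin positive by PE staining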
Target sequence (P16581 whole entry, looked up): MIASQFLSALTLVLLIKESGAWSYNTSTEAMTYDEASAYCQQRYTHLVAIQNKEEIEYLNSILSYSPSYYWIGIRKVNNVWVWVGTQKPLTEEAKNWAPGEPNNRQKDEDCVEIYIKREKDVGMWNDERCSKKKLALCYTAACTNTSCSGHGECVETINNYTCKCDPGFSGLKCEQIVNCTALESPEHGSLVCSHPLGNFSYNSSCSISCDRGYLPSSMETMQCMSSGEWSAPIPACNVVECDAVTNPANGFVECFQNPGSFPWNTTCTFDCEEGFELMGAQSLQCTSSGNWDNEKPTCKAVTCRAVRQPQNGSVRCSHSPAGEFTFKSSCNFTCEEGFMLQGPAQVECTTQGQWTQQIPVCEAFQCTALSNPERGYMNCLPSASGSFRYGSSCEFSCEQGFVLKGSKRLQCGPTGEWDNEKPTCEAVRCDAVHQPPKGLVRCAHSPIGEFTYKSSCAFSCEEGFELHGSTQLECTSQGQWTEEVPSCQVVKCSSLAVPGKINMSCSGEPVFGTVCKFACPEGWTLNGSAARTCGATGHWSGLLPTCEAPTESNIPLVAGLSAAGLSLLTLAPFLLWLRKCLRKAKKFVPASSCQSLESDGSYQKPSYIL
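assay system = HUVEC, human umbilical vein endothelial cells | input = 3,000 HUVEC seeded per well | medium = EGM-2 growth medium on 0.1% gelatin-coated wells | dosing = one compound dose added by pin transfer | signal = immunofluorescence imaging | read-out basis = % PE-positive cells | control set = TNF-alpha, DMSO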
esBAF inh: SWI/SNF esBAF complex inhibition; mouse ES cells, Bmi1-luciferase knock-in reporter, 24 h; 100% = twice the neutral-well signal; reporter increase, % at 12.5 µM; 2% of 350,000 active; AID 602393; in the data active = activation above about 40%;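 note: 0% = median of the plate's neutral control wells and 100% = double that signal; a rise in the Bmi1 reporter signal indicates esBAF inhibition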
RAD54 branch: blocks human RAD54 Holliday junction branch migration; FAM/BHQ fluorescence; inhibition, % at 10.4 µM; 0.14% of 360,000 active; Q92698;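 active = mean normalized replicate activity at least 40 and at least half of replicates scoring 40 or more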;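 note: 0% = median of neutral control wells and 100% = median of positive control wells; inhibitors cause a drop in the FAM fluorescence signal; in these data hits start at about 50%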
S100A4 MyoIIA: blocks human S100A4 binding to myosin IIA peptide; P26447; S100A4/TAMRA-MyoIIA peptide fluorescence polarization; inhibition, % at 10.7 µM; 0.14% of 360,000 active; AID 652163;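 active = mean inhibition of at least 70% across replicates, with every replicate also reaching that level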
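Material: S100A4 monomer protein | Medium: HEPES pH 7.2 with CaCl2, KCl, NaCl, DTT, Triton | Reagent: Labelled myosin peptide probe, 5 nM | Doses: One dose per compound | Times: 5 min incubation before reading | Benchmarks: Neutral control DMSO, positive control TFP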
ERp5 inh: ERp5 (human) disulfide isomerase inhibition; Q15084; ERp5 insulin aggregation, absorbance 650 nm, 90 min; inhibition, % at 9.99 µM; AID 651711; 0.05% of 350,000 active;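 active = mean replicate inhibition above about 25%, with every replicate also reaching it, limit read from the data, passing the limit was not always enough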
Numbers without * were called inactive; . = no result given.

SMILES | Xi reactivation | ERAP1 HTS inh | RAD52 anneal inh | E-selectin induc | esBAF inh | RAD54 branch | S100A4 MyoIIA | ERp5 inh
O=C(NC12CC3CC(CC(C3)C1)C2)c1cccc(OC(F)F)c1 | 0.0 | 1 | -6 | 0.4 | 38 | 1 | -7 | 0
CCC(=O)Nc1ccc2c(c1)OC[C@H](C)N(Cc1nccs1)C[C@H](C)[C@H](OC)CN(C)C2=O | 0.1 | -1 | -8 | 0.0 | . | . | 7 | .
COc1ccccc1S(=O)(=O)N(C)C[C@@H]1Oc2cc(/C=C/c3ccccc3)ccc2S(=O)(=O)N([C@H](C)CO)C[C@@H]1C | 0.1 | -3 | -4 | 1.0 | 7 | 5 | -5 | -11
O=C(N[C@H]1CC[C@@H](CCNS(=O)(=O)c2ccc(F)cc2)O[C@@H]1CO)C1CCCC1 | -0.4 | -1 | -6 | 1.6 | -2 | -18 | -34 | 4
CCCOC(=O)c1ccc(NC(=O)c2ccccc2[N+](=O)[O-])cc1 | 0.7 | 3 | -7 | . | . | . | -3 | -4
CCCC(=O)N1CCC1(C)C(=O)Nc1ccccc1-c1ccccc1 (configuration not stated) | -0.1 | -1 | -11 | -0.2 | -5 | 0 | 4 | -3
O=C(O)c1ccc(/C=N/NC(=O)c2ccc(CN3c4cccc5cccc(c45)S3(=O)=O)cc2)cc1 | -0.3 | -13 | -28 | 0.0 | . | . | 1 | -6
COc1ccc(C2=Nn3c(nnc3-c3ccccc3F)SC2)cc1OC1CCCC1 | 0.0 | -1 | -9 | -0.2 | 11 | 8 | -1 | 1
Cc1ccc2sc(N(CCN(C)C)C(=O)/C=C/c3cccs3)nc2c1C | 0.0 | 8 | -6 | 0.0 | -43 | -1 | -1 | -2
Cc1cc(C(=O)NCc2ccco2)sc1C | 0.3 | 1 | -31 | 0.5 | 5 | 6 | -2 | -2
Cc1noc(C)c1S(=O)(=O)Nc1ccc2c(c1)C(=O)N([C@@H](C)CO)C[C@H](C)[C@H](CN(C)Cc1ccccc1)OCCCC[C@@H](C)O2 | 0.5 | 1 | 18 | -0.1 | -2 | -9 | 0 | 0
Cc1cc(NC(=O)c2ccccc2C)ccc1NC(=O)c1ccccc1Cl | 0.0 | -5 | 16 | . | 6 | -7 | 20 | 0
O=C(CCCCCCN1C(=O)c2ccccc2C1=O)N1CCC(c2ccccc2)C1 (configuration not stated) | . | 4 | -12 | . | . | -12 | -1 | -2
CC(C)CC1(C)NC(=O)N(CC(=O)N2C(C)CCCC2C)C1=O (configuration not stated) | 0.0 | -3 | -17 | . | 3 | 0 | -4 | -1
Cc1cc(C)nc(SCC(=O)Nc2nonc2N)n1 | -0.1 | -4 | -7 | -0.1 | . | . | -6 | -1
Cc1nn(C(C)C(=O)NCCN2CCCCCC2)c(=O)c2nn(-c3ccccc3)c(C)c12 (configuration not stated) | 0.0 | 1 | -22 | . | 0 | -5 | 1 | 5
CCn1c(SCC(=O)N(C)CC(=O)Nc2ccc(F)c(F)c2F)nnc1-c1ccco1 | 0.3 | 3 | -7 | 0.9 | -3 | -4 | -3 | 6
O=C(CCC(=O)N1CCCC1)Nc1ccc(Cl)c(Cl)c1 | 0.0 | 2 | -6 | -0.5 | -6 | 5 | -3 | 8
Cc1ccc([N+](=O)[O-])cc1N/C=C/C(=O)c1ccco1 | . | -1 | -14 | . | 55* | -8 | 0 | -11
CCCCc1cc(=O)oc2cc(OC3CCCCC3=O)ccc12 (configuration not stated) | 0.0 | -11 | -3 | 0.2 | 9 | 0 | -3 | 3
O=C(/C=C/c1ccc(Br)cc1)c1ccco1 | 0.0 | 11 | -3 | -0.8 | . | . | -1 | 3
CCOc1ccc(NC(=O)CC2C(=O)N(c3ccc(OC)cc3)C(=O)N2CCc2cccs2)cc1 (configuration not stated) | 0.0 | 0 | -9 | . | . | . | -5 | 5
CN(C)c1ccc(C(CNC(=O)c2ccc(F)cc2)c2c[nH]c3ccccc23)cc1 (configuration not stated) | 0.2 | -4 | -21 | -0.7 | . | -6 | -6 | 2
O=C(O)C[C@H]1C[C@H]2c3cc(NC(=O)Nc4ccccc4)ccc3O[C@H]2[C@@H](CO)O1 | 0.0 | -2 | 1 | -0.5 | -2 | -2 | 1 | 0
COCCNC(=O)C(c1ccc(O)cc1)N(Cc1ccccc1)C(=O)CCC(=O)Nc1ccccn1 (configuration not stated) | 0.2 | 4 | -6 | 0.5 | 0 | -1 | 1 | 3
COc1cccc(C#Cc2ccc3c(c2)[C@H]2[C@H](CCN2C(=O)c2ccc4c(c2)OCO4)[C@H](CO)N3)c1 | . | 3 | -16 | . | . | . | -8 | 3
CN1C(=O)c2cc(NC(=O)c3ccc(C#N)cc3)ccc2OC[C@H]2O[C@@H](CC(=O)NC3Cc4ccccc4C3)CC[C@@H]21 | 0.0 | -1 | 4 | -0.1 | 39 | 3 | -2 | -8
COc1ccc(CCC(=O)OCC(=O)Nc2ccccc2)cc1 | 0.0 | 0 | -10 | . | 27 | -4 | -2 | 4
COc1cc2c(cc1OC)C(C)N(S(=O)(=O)c1cn(C)c(C)n1)CC2 (configuration not stated) | 0.1 | -1 | -4 | . | . | -4 | -2 | 3
COc1ccc(Cn2c(=S)[nH]c3cc(OC)c(OC)cc3c2=O)cc1 | 0.0 | 1 | -8 | . | 13 | 4 | 3 | 3
Cn1c(=O)[nH]c(=O)c2c1nc(N1CCCCC1)n2CCSc1ncccn1 | 0.1 | 4 | -4 | 0.4 | -2 | 3 | 2 | 4
CCCNC(=O)C[C@H]1CC[C@H]2[C@H](COc3ccc(NS(=O)(=O)c4ccccc4C)cc3C(=O)N2C)O1 | 0.0 | 0 | -2 | 0.3 | 0 | -3 | -5 | 2
Cn1cc(/C=N\NC(=O)C2COc3ccccc3O2)c2ccccc21 (configuration not stated) | 0.3 | 2 | -13 | 1.0 | . | . | 3 | 2
COc1ccccc1CC(Cc1nc2ccccc2[nH]1)c1nc2ccccc2[nH]1 (configuration not stated) | 0.0 | 1 | -18 | 176* | . | . | 1 | 7
O=C(Oc1ccc([N+](=O)[O-])cc1)C1CC(=O)N(c2ccc3c(c2)OCCO3)C1 (configuration not stated) | 0.0 | -2 | 2 | . | -14 | -3 | -4 | -4
CCN1[C@@H]2Cn3c(ccc(-c4cccnc4)c3=O)[C@H]1[C@@H](C(=O)NC1CCCC1)[C@@H]2CO | 0.1 | 2 | -3 | 0.2 | . | . | 12 | 8
CSc1ncccc1C(=O)Nc1ccc(S(=O)(=O)NC2=NCCCCC2)cc1 | 0.0 | 0 | 1 | . | 3 | -4 | -15 | 2
O=C(C[C@@H]1C[C@H]2c3cc(NC(=O)NC4CCCCC4)ccc3O[C@H]2[C@H](CO)O1)NCC1CC1 | 0.0 | -2 | 6 | 0.0 | -2 | -8 | -10 | 1
CC1CC1C(=O)Nc1nc2ccc(S(C)(=O)=O)cc2s1 (configuration not stated) | 0.1 | 0 | -15 | . | 10 | 8 | -7 | 5
CC(NC(=O)COC(=O)Cc1ccc(Cl)cc1)c1ccccc1 (configuration not stated) | 0.1 | -1 | -9 | 0.3 | . | . | 7 | -9

Laid out differently: entries from further up.
> CSc1ncccc1C(=O)Nc1ccc(S(=O)(=O)NC2=NCCCCC2)cc1
  Xi reactivation: 0.0	ERAP1 HTS inh: 0	RAD52 anneal inh: 1	E-selectin induc: .	esBAF inh: 3	RAD54 branch: -4	S100A4 MyoIIA: -15	ERp5 inh: 2
> O=C(C[C@@H]1C[C@H]2c3cc(NC(=O)NC4CCCCC4)ccc3O[C@H]2[C@H](CO)O1)NCC1CC1
  Xi reactivation: 0.0	ERAP1 HTS inh: -2	RAD52 anneal inh: 6	E-selectin induc: 0.0	esBAF inh: -2	RAD54 branch: -8	S100A4 MyoIIA: -10	ERp5 inh: 1
> CC1CC1C(=O)Nc1nc2ccc(S(C)(=O)=O)cc2s1 (configuration not stated)
  Xi reactivation: 0.1	ERAP1 HTS inh: 0	RAD52 anneal inh: -15	E-selectin induc: .	esBAF inh: 10	RAD54 branch: 8	S100A4 MyoIIA: -7	ERp5 inh: 5

Other results:
SMILES | Xi reactivation | ERAP1 HTS inh | RAD52 anneal inh | E-selectin induc | esBAF inh | RAD54 branch | S100A4 MyoIIA | ERp5 inh
CN(Cc1ccccc1)Cc1ccccc1C(O)c1ccccc1 (configuration not stated) | 0.0 | -4 | -8 | -0.1 | . | . | 2 | -4
CC(=O)c1cccc(-c2csc3ncnc(Sc4nnnn4C)c23)c1 | 0.0 | -1 | -12 | -0.2 | 16 | 2 | 2 | 5
N#C[C@H]1[C@@H](c2ccccc2-c2ccc(F)cc2)[C@@H](CO)N1C(=O)Cc1cccnc1 | 0.0 | -1 | -14 | 0.0 | . | . | 7 | 0
C[C@H](CO)N1C[C@H](C)[C@@H](CN(C)S(=O)(=O)c2cccs2)Oc2ccc(NC(=O)CCN3CCOCC3)cc2C1=O | -1.3 | 0 | -3 | 63* | -1 | -6 | -1 | 0
COc1ccccc1OCC(=O)Nc1ccc(S(=O)(=O)N(C)c2ccccc2)cc1 | 0.0 | -1 | -7 | 0.5 | 2 | -10 | -1 | 1
CC(=O)c1ccc(NC(=O)CN2C(=O)COc3ccc(Cl)cc32)cc1 | 0.0 | -4 | -12 | 0.1 | -3 | -2 | -1 | -3
Cc1cc(S(=O)(=O)N2CCOCC2)ccc1OCC(=O)Nc1ccc(F)cc1 | 0.1 | -4 | -3 | 0.3 | -1 | -1 | -3 | 3
C[C@@H](NC(=O)C[C@@H]1CC[C@H](NC(=O)C2CCOCC2)[C@H](CO)O1)c1ccccc1 | 0.0 | 4 | 2 | 0.5 | -4 | 0 | 4 | -2
Cn1cc(CN2CCCC(CO)(Cc3cccc(Cl)c3)C2)cn1 (configuration not stated) | -0.2 | . | -8 | 0.0 | -6 | 5 | -9 | 0
O=C(c1cccc([N+](=O)[O-])c1)c1ccc2[nH]c(=O)[nH]c2c1 | 0.5 | 2 | -8 | -0.1 | -4 | 1 | -4 | 2
CCN(c1ccccc1)S(=O)(=O)c1ccc(Cl)c(C(=O)OCC(=O)NC(=O)C(C)C)c1 | 0.0 | -1 | -8 | . | . | . | -1 | -8
O=C(Nc1sc2c(c1C(=O)O)CCCC2)c1cccc(Cl)c1 | 0.2 | 3 | -2 | . | 73* | -8 | -3 | -5

3 compounds out of the list, arranged by molecular weight, rising.
SMILES | Xi reactivation | ERAP1 HTS inh | RAD52 anneal inh | E-selectin induc | esBAF inh | RAD54 branch | S100A4 MyoIIA | ERp5 inh
Cc1cc(C(=O)NCc2ccco2)sc1C | 0.3 | 1 | -31 | 0.5 | 5 | 6 | -2 | -2
CCCCc1cc(=O)oc2cc(OC3CCCCC3=O)ccc12 (configuration not stated) | 0.0 | -11 | -3 | 0.2 | 9 | 0 | -3 | 3
CN1C(=O)c2cc(NC(=O)c3ccc(C#N)cc3)ccc2OC[C@H]2O[C@@H](CC(=O)NC3Cc4ccccc4C3)CC[C@@H]21 | 0.0 | -1 | 4 | -0.1 | 39 | 3 | -2 | -8

Assay outcomes from PubChem.
